# SIAE inh = blocks human sialic acid acetylesterase. SIAE FP-Rh probe binding, fluorescence polarization. inhibition, % at 9.66 µM. 370,000 compounds, 0.69% hits;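 active means inhibition above a cutoff: mean of compounds within the control limits plus 3 SD of those, cut at about 17% in these data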;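 further: 0% = plate median of compound wells and 100% = probe without SIAE protein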
# LEDGF integ inh = blocks HIV-1 LEDGF/p75-dependent DNA integration. TR-FRET IN-LEDGF/p75 DNA integration, Eu/Cy5. inhibition, % at 3.7 µM. 370,000 compounds, 0.64% hits;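 active means inhibition above the screen-wide mean plus 3 SD, cut at about 13% in these data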;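 further: signal is the Cy5 over europium emission ratio at 671 and 618 nm; 0% = plate median of compound wells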
# NPR2 activator = GC-B (human) receptor activation; HEK293-GC-B cells, CNP EC30, cGMP TR-FRET; 0% at EC30 CNP, 100% saturating CNP; activation, % at 10 µM; 370,000 compounds, 0.11% hits;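 active means activation at 10 µM reaching about 35% in either raw or pattern-adjusted values, limit read from the data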
# PRMT1 FP inh = inhibitors of human PRMT1. Q99873. recombinant PRMT1, activity-based probe fluorescence polarization. inhibition, % at 2.79 µM. 370,000 compounds, 1.3% hits;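 active means inhibition above about 21% made by adding two undisclosed values, limit read from the data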
# Target sequence (Q99873 whole entry, looked up): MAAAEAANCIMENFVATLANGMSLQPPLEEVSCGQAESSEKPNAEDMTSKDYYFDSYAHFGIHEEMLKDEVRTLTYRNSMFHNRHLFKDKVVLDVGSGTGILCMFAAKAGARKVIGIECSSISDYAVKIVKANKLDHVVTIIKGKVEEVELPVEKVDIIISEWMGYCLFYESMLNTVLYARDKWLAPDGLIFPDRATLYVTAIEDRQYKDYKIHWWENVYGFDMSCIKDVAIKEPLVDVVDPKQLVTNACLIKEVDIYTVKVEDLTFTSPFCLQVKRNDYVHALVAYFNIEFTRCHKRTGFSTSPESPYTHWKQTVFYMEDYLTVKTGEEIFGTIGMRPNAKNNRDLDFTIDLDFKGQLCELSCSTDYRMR
# mABHD4 FP = inhibits mouse alpha/beta hydrolase domain 4 | Q8VD66 | purified mABHD4, FP-Rh probe fluorescence polarization | inhibition, % at 8.92 µM | 370,000 compounds, 0.54% hits;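 active means inhibition exceeding the mean over every tested compound plus 3 SD, cut at about 30% in these data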;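 further: 0% = plate median of compound wells and 100% = S159A mutant with DMSO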
#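 Assay system: mouse ABHD4 enzyme, wild type / Also added: fluorescent activity-based probe FP-Rh / Doses: single nominal dose of 8.92 µM, 0.89% DMSO final / Timing: 45 min compound pre-incubation plus 60 min probe step, 25 °C / Signal: FP readout, ex 525 nm / em 598 nm / Control set: S159A mutant/DMSO as 100%, compound-well median as 0%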
# MBD2 DNA inh = blocks human MBD2 binding to methylated DNA; Q9UBB5; TR-FRET, MBD2 binding to methylated oligonucleotide; inhibition, % at 4.4 µM; 370,000 compounds, 0.31% hits; in the data active means inhibition above about 13%
# Target sequence (Q9UBB5 whole entry, looked up): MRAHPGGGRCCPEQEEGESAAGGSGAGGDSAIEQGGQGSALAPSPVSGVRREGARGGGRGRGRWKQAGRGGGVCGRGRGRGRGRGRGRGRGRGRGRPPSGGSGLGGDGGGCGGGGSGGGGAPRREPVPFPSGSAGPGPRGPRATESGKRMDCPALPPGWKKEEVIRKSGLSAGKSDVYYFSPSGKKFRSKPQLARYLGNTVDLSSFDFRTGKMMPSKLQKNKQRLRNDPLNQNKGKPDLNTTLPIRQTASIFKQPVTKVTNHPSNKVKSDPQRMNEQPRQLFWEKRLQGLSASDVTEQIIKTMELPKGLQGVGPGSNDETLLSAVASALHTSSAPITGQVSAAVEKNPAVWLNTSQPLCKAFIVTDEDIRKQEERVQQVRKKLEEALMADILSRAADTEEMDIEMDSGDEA
# rCAG binder = molecules binding r(CAG) RNA repeats; inhibition, % at 3 µM; r(CAG) RNA repeat, TO-PRO-1 dye displacement fluorescence; AID 651821; 370,000 compounds, 1.3% hits;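 active means inhibition above the plate cutoff, the mean of all test compounds on that plate plus 3 SD, cut at about 35% in these data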;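 further: 0% = DMSO alone and 100% = 100 µM mitoxantrone as full dye displacement; higher means more dye released from RNA so lower well fluorescence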
# TDP2 absorb = TDP2 (human) inhibition, absorbance primary screen | 370,000 compounds, 0.34% hits | AID 720702 | inhibition, % at 12.8 µM | recombinant TDP2, T5PNP hydrolysis, p-nitrophenol absorbance 415 nm;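 active means inhibition above the mean of all tested compounds plus 3 SD, set per campaign, cut at about 25% in these data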;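 further: 0% = DMSO with enzyme and 100% = buffer with substrate but no TDP2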
#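 test system = human TDP2 enzyme | input = TDP2 enzyme at 120 nM final | medium = 50 mM Tris-HCl pH 7.5 with Mg2+, KCl, DTT, BSA | also added = T5PNP substrate, 5 mM | times = 2 h at 37 °C | technique = epi absorbance | benchmarks = high control without enzyme, low control DMSO plus TDP2 | replication = each compound tested once, singlicate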
# HTRA1 inhibitor = blocks human HTRA1 serine peptidase. Q92743. recombinant HTRA1, FP-rhodamine activity-based probe, fluorescence polarization. 340,000 compounds, 0.5% hits. inhibition, % at 5.96 µM; in the data active means inhibition above about 36%;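 further: 0% = enzyme with DMSO and 100% = wells lacking enzyme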
# TCR CD3 inh = blocks the human TCR-CD3 interaction; TAMRA-labeled TCR probe fluorescence, biochemical; inhibition, % at 9.4 µM; 360,000 compounds, 0.37% hits; AID 651800; in the data active means inhibition above about 19%;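 further: recombinant mutant TCR 2C K166C tagged with TAMRA read by polarization; 0% = receptor in buffer alone and 100% = receptor with positive control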
# Active calls of the source: *; . = no result given.
# The line under a structure holds: TDP2 absorb	LEDGF integ inh	SIAE inh	TCR CD3 inh	rCAG binder	mABHD4 FP	PRMT1 FP inh	NPR2 activator	MBD2 DNA inh	HTRA1 inhibitor
> Cc1cc(C)cc(NC(=O)CN2CCN(CCN=CC3=C(O)CC(C)(C)CC3=O)CC2)c1
  -11	0	2	2	-2	4	-3	-2	-6	-3
> O=C(N1CCN(c2ccccn2)CC1)N1c2ccccc2Sc2ccccc21
  4	2	4	-2	3	-2	1	-7	-2	-18
> CCOC(=O)C1C(=O)NC(N2CCN(Cc3ccccc3)CC2)=NC1c1ccco1 (stereo not given)
  0	-3	3	-2	-6	1	0	2	0	0
> CC(C)N(C)c1ncnc2c1ncn2[C@H]1CN(Cc2ccc(-c3ccccc3)cc2)C[C@@H](CO)O1
  5	1	-10	-7	5	-14	-4	-4	2	.
> COc1cccc(CNC(=O)Cn2ccc3cc(S(=O)(=O)N4CCCC4)ccc32)c1OC
  10	-3	-3	5	0	-5	-1	5	-4	-2
> CC(C)(C)NC(=O)[C@@H]1CN(Cc2cccnc2)CCN1C[C@@H](O)C[C@@H](Cc1ccccc1)C(=O)N[C@H]1c2ccccc2C[C@H]1O
  3	1	-1	0	0	4	0	6	-2	4
> COC(=O)C1CN(Cc2cn(Cc3ccc(Cl)cc3)nn2)CCS(=O)(=O)N1Cc1ccc(C)cc1 (stereo not given)
  0	3	0	.	-1	-5	2	-8	5	.
> O=C(C1CC1)N1CCc2cc(S(=O)(=O)N(CCO)Cc3ccccc3)ccc21
  9	1	-2	-3	-1	-3	2	0	0	-4
> COc1cccc(-c2cc(C(=O)NC3CC3)c3ccccc3n2)c1
  -23	1	-4	-2	5	-13	-5	3	-7	-7
> O=C(NCCc1ccccc1)c1cc(S(=O)(=O)N2CCCCC2)c[nH]1
  0	1	1	-2	1	0	-3	-11	-1	.
> O=C(c1ccccc1F)N1CCN(CC2CC3C=CC2C3)CC1 (stereo not given)
  11	0	-5	-4	-5	13	2	6	1	-3
> Cc1ccc(S(=O)(=O)N2CCCCC2)cc1NC(=O)CCc1nc2ccccc2c(=O)[nH]1
  -12	0	1	2	15	1	22*	2	-3	-6
> COc1cccc(N2C(=O)N(c3ccccc3Cl)C3CS(=O)(=O)CC32)c1 (stereo not given)
  -7	-2	-6	-4	5	-3	1	2	2	-4
> O=C(NC1(C(F)(F)F)C(=O)Nc2c1c(=O)[nH]c(=O)n2Cc1ccccc1)c1ccco1 (stereo not given)
  -1	0	-8	9	-1	-3	-2	1	0	13
> CCN(CC)CCNCC(=O)N1c2ccccc2CCc2ccc(NC(=O)OC)cc21
  20	1	0	-2	-3	-2	-1	-1	2	-6
> S=C(N/N=C/c1cccs1)NC1CC2CCC1C2 (stereo not given)
  -11	-4	3	-5	2	14	3	5	4	.
> CC(c1ccccc1)N1CC(C(=O)O)CC1=O (stereo not given)
  1	0	-7	8	1	3	1	2	1	-1
> O=C(Oc1ccccc1N1C(=O)C2CCCCC2C1=O)c1ccc(Cl)cc1 (stereo not given)
  -12	5	-2	-8	-1	-5	-1	4	-4	-2
> Cn1ncc(Cl)c1C(=O)Nc1nc2ccc(Cl)cc2s1
  7	2	-1	0	2	-8	6	0	3	-2
> Cc1cccc(NC(=O)C2CC(=O)N(Cc3ccccc3)C2)n1 (stereo not given)
  6	0	7	7	-8	8	-1	3	-2	2
> COc1ccc(N2CC(O)=C(c3nc(-c4ccccc4)cs3)C2=N)cc1
  15	-1	6	2	0	4	2	-7	-4	9
> COc1ccccc1N1CCN(C(=O)c2cc3cc(C)ccc3[nH]2)CC1
  -20	2	0	-4	-2	1	-5	-1	-4	5
> COC1(OC)C(/C=C/c2ccc(Cl)cc2)C(C#N)(C#N)C1(OC)OC (stereo not given)
  -1	1	-5	21*	8	2	-4	-7	-3	-11
> Cn1nnnc1NCc1cccc(Cl)c1
  12	-3	9	7	3	4	-2	3	-4	3
> Cc1ccc2cc(CN(CC3CCCO3)C(=O)c3cccs3)c(=O)[nH]c2c1 (stereo not given)
  -7	1	3	0	-5	7	-10	1	0	-7
> CSc1sc(C)cc1C=O
  5	-3	-4	-3	1	4	2	7	-2	6
> CC1=C/C(=C(\c2cc(C)c(O)c(Br)c2)c2ccccc2S(=O)(=O)O)C=C(Br)C1=O
  5	-11	-34	-13	49*	-73	-2	-57	-13	-28
> Cc1ccc(CSc2nnc(-c3ccncc3)n2N)cc1
  -7	1	0	-1	-1	-4	-4	6	-5	.
> COc1ccc(CCN2CC(C(=O)NCCc3cccc(F)c3)CCC2=O)cc1 (stereo not given)
  -21	0	-6	-2	-5	-2	-6	-1	-4	0
> O=C1N(c2ccccc2C(F)(F)F)O[C@@]1(c1ccccc1)C1CCCC1
  -4	1	-3	-5	6	-7	1	-4	-1	-11

# Grouped by structure, those above containing a Cl atom.
# The line under a structure holds: TDP2 absorb	LEDGF integ inh	SIAE inh	TCR CD3 inh	rCAG binder	mABHD4 FP	PRMT1 FP inh	NPR2 activator	MBD2 DNA inh	HTRA1 inhibitor
> COC(=O)C1CN(Cc2cn(Cc3ccc(Cl)cc3)nn2)CCS(=O)(=O)N1Cc1ccc(C)cc1 (stereo not given)
  0	3	0	.	-1	-5	2	-8	5	.
> COc1cccc(N2C(=O)N(c3ccccc3Cl)C3CS(=O)(=O)CC32)c1 (stereo not given)
  -7	-2	-6	-4	5	-3	1	2	2	-4
> O=C(Oc1ccccc1N1C(=O)C2CCCCC2C1=O)c1ccc(Cl)cc1 (stereo not given)
  -12	5	-2	-8	-1	-5	-1	4	-4	-2
> Cn1ncc(Cl)c1C(=O)Nc1nc2ccc(Cl)cc2s1
  7	2	-1	0	2	-8	6	0	3	-2
> COC1(OC)C(/C=C/c2ccc(Cl)cc2)C(C#N)(C#N)C1(OC)OC (stereo not given)
  -1	1	-5	21*	8	2	-4	-7	-3	-11
> Cn1nnnc1NCc1cccc(Cl)c1
  12	-3	9	7	3	4	-2	3	-4	3

# The main list resumes, repeating the four entries before the break.
# The line under a structure holds: TDP2 absorb	LEDGF integ inh	SIAE inh	TCR CD3 inh	rCAG binder	mABHD4 FP	PRMT1 FP inh	NPR2 activator	MBD2 DNA inh	HTRA1 inhibitor
> CC1=C/C(=C(\c2cc(C)c(O)c(Br)c2)c2ccccc2S(=O)(=O)O)C=C(Br)C1=O
  5	-11	-34	-13	49*	-73	-2	-57	-13	-28
> Cc1ccc(CSc2nnc(-c3ccncc3)n2N)cc1
  -7	1	0	-1	-1	-4	-4	6	-5	.
> COc1ccc(CCN2CC(C(=O)NCCc3cccc(F)c3)CCC2=O)cc1 (stereo not given)
  -21	0	-6	-2	-5	-2	-6	-1	-4	0
> O=C1N(c2ccccc2C(F)(F)F)O[C@@]1(c1ccccc1)C1CCCC1
  -4	1	-3	-5	6	-7	1	-4	-1	-11
> Cc1ccc2nc(NC(=O)CSc3nc(=O)n(CCN(C)C)c4c3CCCC4)sc2c1
  -2	-7	-7	5	-1	-1	0	-13	1	-4
> COc1cccc(NC(=O)CN2C(=O)CSc3nc(C)cc(C)c32)c1
  -5	0	5	-3	6	5	-5	2	-1	2
> N/C(=N\O)c1cccc(CS(=O)(=O)c2ccccn2)c1
  -4	2	4	4	1	-1	-2	4	0	-5
> COc1cccc(CN2CCC2(C)C(=O)Nc2cccc(NS(C)(=O)=O)c2)c1OC (stereo not given)
  -1	2	-5	5	1	-7	0	7	-2	.
> CCOc1cc(C(=S)N2CCOCC2)ccc1O
  -2	1	12	0	1	0	4	1	-6	5
> O=C(CCC(=O)c1ccc(Br)cc1)Nc1cccc(C(F)(F)F)c1
  4	-1	-22	1	1	-16	1	-5	3	-27
> CCN(CC)CCn1c(=O)n(-c2ccc(Cl)cc2)c(=O)c2c3c(sc21)CN(C)CC3
  -5	4	8	-1	-13	2	15	-1	-1	1
> O=C(O)CCCN=CC1=C(O)CNC1=O
  10	1	2	3	2	-3	-3	6	3	-2
> O=C(C1CCCCC1)N(CCN1CCCC1)c1nc2ccccc2s1
  -8	5	-1	-7	7	-15	-4	-4	-4	-6
> O=C(Nc1ccccc1)Nc1c(-c2ccccc2)nc2ncccn12
  11	8	0	.	2	0	0	-1	0	.
> Nc1c(S(=O)(=O)c2ccccc2)c2nc3ccccc3nc2n1/N=C/c1cccc(O)c1
  -2	-1	-160	-1	13	-7	-1	-13	-3	-14
> N#C/C(=C(\O)CCl)c1nnc2n1CCCCC2
  -4	1	0	-1	2	7	-2	4	-2	0
> CCC(=O)NNC(=O)CCC(=O)Nc1ccccc1
  -13	6	6	-6	4	-3	0	1	0	.
> COc1ccc(/C=N/NC(=O)c2cccnc2)cc1
  12	-1	0	0	-2	-3	-2	-4	-4	2
> COc1ccc(NC(=O)Cn2nnc(C(=O)NCc3ccc4c(c3)OCO4)c2N)cc1
  0	6	-4	9	5	-7	1	-1	1	0
> Cc1c(C(=O)O)oc2ccc(S(=O)(=O)NCCC3=CCCCC3)cc12
  -2	3	-10	6	20	-42	7	5	8	-8
> CCc1ccc(-c2cc(C)no2)cc1S(=O)(=O)N1CC(=O)Nc2ccccc21
  -9	-1	-1	5	-1	-5	-3	-3	-2	-18
> CNC(=O)c1sc(Nc2cc(C)ccc2C)nc1C
  -6	4	2	5	1	0	-2	3	-3	4
> Cc1sc(NC(=O)CCCC(=O)O)c(C(N)=O)c1-c1ccccc1
  -3	5	1	10	-1	-1	5	1	0	5
> O=C(CN(c1ccccc1)S(=O)(=O)c1ccccc1)NCCSCc1ccco1
  3	-1	4	4	-4	-11	2	4	0	-6
> Cn1nc(/C=C/c2ccccc2)ccc1=O
  -1	6	7	0	-1	-1	-1	-2	-9	-8
> O=C1c2ccccc2C(c2nnnn2Cc2ccccc2)N1CCc1ccc(O)cc1 (stereo not given)
  2	1	5	2	4	0	-3	-1	3	.
> COCc1cc(CN(C)C(=O)c2oc3c(F)cccc3c2C)[nH]n1
  -15	-1	2	6	1	-2	-3	5	3	-1
> CCc1noc(C)c1C(=O)OCC(=O)Nc1ccc(F)cc1Cl
  -12	4	8	1	1	-4	-5	1	-3	-14

# Screens as filed in PubChem BioAssay.

# Not all compounds are listed; rates above refer to the full screens.
